From PubChem
Keap1-Nrf2 PPI: disrupts human Keap1 binding to Nrf2 peptide; Q14145; Keap1 Kelch-Nrf2 peptide fluorescence polarization, 1536-well; inhibition, % at 9.4 µM; 340,000 compounds, 0.15% hits; in the data active = inhibition above about 12%; inconclusive = no clear call, values can overlap the other calls; inactive = below about 7.3%;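 note: human Keap1 Kelch domain with fluorescein labeled Nrf2 9mer peptide probe; 0% = neutral control wells and 100% = peptide positive control; higher means more block of Keap1 binding to Nrf2 peptide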
Target sequence (Q14145 whole entry, looked up, the tested form may be a part): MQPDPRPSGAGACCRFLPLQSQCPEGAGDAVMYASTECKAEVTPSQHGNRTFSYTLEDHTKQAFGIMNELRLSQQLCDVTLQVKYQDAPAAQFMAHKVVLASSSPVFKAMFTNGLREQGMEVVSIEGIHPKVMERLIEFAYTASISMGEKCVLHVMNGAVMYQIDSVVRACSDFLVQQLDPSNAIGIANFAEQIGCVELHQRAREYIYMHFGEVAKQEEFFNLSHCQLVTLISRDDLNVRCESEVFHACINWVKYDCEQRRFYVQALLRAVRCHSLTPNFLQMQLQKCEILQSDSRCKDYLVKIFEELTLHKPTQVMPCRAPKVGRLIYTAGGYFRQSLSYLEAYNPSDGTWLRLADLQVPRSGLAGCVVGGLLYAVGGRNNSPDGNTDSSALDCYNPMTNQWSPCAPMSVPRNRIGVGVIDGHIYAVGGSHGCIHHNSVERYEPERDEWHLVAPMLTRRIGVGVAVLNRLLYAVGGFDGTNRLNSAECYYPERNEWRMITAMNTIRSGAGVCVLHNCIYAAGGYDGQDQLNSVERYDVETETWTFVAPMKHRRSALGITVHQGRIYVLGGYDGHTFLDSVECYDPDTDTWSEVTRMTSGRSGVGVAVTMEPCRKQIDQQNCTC
OPRM1-OPRD1 inv: mu-delta opioid heterodimer inverse agonism. P35372+P41143. cell-based MOR-DOR heterodimer luminescence. 340,000 compounds, 0.21% hits. inhibition, % at 9.3 µM; in the data active = inhibition above about 22%, passing the limit was not always enough;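 note: 0% = cells with DMSO and 100% = wells without cells with DMSO; values of inactives mirror those of a sister screen read the other way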
DSG3 Ab inh: blocks pemphigus antibody binding to human desmoglein-3 | binding (percent of control), % at 10 µM | P32926 | 310,000 compounds, 0.48% hits | DSG3-coupled beads, scFv-anti-DSG3-GFP binding, flow cytometry; stronger effect = lower value;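 active = binding more than 3 SD below its plate's average and above zero; inconclusive = below that plate limit but binding exactly zero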; note: some compounds called inactive have numbers as strong as hits
Arrestin-AP2 inh: inhibitors of human beta-arrestin and AP2 interaction; FITC-arrestin peptide / GST-AP2 beads, flow cytometry; AP2 beta2 appendage carries R879A mutation; inhibition, % at 10 µM; 340,000 compounds, 0.31% hits; AID 504490;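 active = inhibition above a set limit, near 3 SD of compounds lacking own fluorescence, cut at about 54% in these data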;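 note: plate controls were DMSO wells for no effect and 5 µM unlabelled arrestin peptide for full effect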
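System: GST-tagged AP2 beta2-adaptin appendage (R879A) on 4 µm glutathione beads / Reagent: FITC-arrestin peptide, 50 nM / Detection: HyperCyt-sampled flow cytometry, FL1 channel, ex 488/em 535 nm / Timing: 12 min plus 1 h, RT / Buffer or medium: PBS plus Tween 20 (0.05%) and BSA (0.1%)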
Wnt act: Wnt/beta-catenin pathway activation | AID 743398 | 300,000 compounds, 1.2% hits | activation, % at 9.35 µM | Wnt/beta-catenin reporter cell assay, activator, plate reader; in the data active = activation above about 30%, passing the limit was not always enough; inconclusive = no clear call, values can overlap the other calls;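 note: 0% = neutral control wells and 100% = positive control wells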
RTF Ca sens act: cardiac RTF calcium sensitization. P19429+P45379. IANBD-labeled TnC RTF fluorescence at EC20 calcium; 0% EC20 calcium, 100% full calcium. activation, % at 7.2 µM. 340,000 compounds, 0.24% hits. AID 493008;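 active = activation above the mean over all tested compounds plus 3 SD, cut at about 30% in these data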;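 note: rise in fluorescence read as greater calcium sensitivity of cardiac thin filaments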
MOR-DOR ag: agonists of human mu-delta opioid receptor heterodimerization; P35372+P41143; cells, OPRM1-OPRD1 heterodimerization, luminescence; activation, % at 9.3 µM; 340,000 compounds, 0.3% hits; in the data active = activation above about 18%;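 note: 0% = vehicle-treated cells and 100% = reference agonist; values of inactives mirror those of a sister screen read the other way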
V-ATPase pHluor: alters yeast V-ATPase proton transport | AID 504577 | 350,000 compounds, 0.37% hits | response, % at 10 µM | S. cerevisiae, pHLuorin cytosolic pH fluorescence; in the data active = response mostly above about 7.3%, no sharp cut-off; inactive = mostly below about 5.4%; note: actives read high; inactives centre near 0; some compounds called inactive have numbers as strong as hits; reference of the scale not given here
LANA DNA inh: KSHV C-LANA DNA binding inhibition | inhibition, % at 9 µM | 340,000 compounds, 0.078% hits | AID 504423 | MBP-C-LANA/FAM-LBS DNA binding, fluorescence polarization;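 active = highest replicate inhibition at or above 60% at 9 µM, even if other replicates fall short; inactive = all replicates below 60% inhibition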;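 note: 0% = neutral control wells and 100% = 4 µM acridine orange control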
RTF Ca sens inh: cardiac RTF calcium desensitization; P19429+P45379; IANBD-labeled cardiac RTF, Ca2+ fluorescence; inhibition, % at 7.15 µM; 340,000 compounds, 0.12% hits;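 active = inhibition above the mean inhibition of all tested compounds plus 3 SD, cut at about 17% in these data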;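 note: assay run at fixed EC70 calcium of 1.6 mM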
An asterisk follows results filed as active; ? = inconclusive; . = no result given; & = joins results of further samples.

SMILES	Keap1-Nrf2 PPI	OPRM1-OPRD1 inv	DSG3 Ab inh	Arrestin-AP2 inh	Wnt act	RTF Ca sens act	MOR-DOR ag	V-ATPase pHluor	LANA DNA inh	RTF Ca sens inh
Cc1ccccc1NC(=O)Cn1cnc2c(oc3nc4c(cc32)CCCC4)c1=O	-1	3	96	15	0	4	-0.6	16	-2.5	-8
O=C(CCC(=O)N1CCOc2ccccc21)NCCCN1CCCCC1	1	8	110	6	0	1	-1.5	0	-0.1	2
COC(=O)c1ccc(-n2nnnc2SCC(=O)Nc2cc(OC)ccc2OC)cc1	-2	-8	92	5	-2	11	1.3	-4	1.7	-1
CCOC(=O)C1CCN(C(=O)c2ccccc2N(C)S(C)(=O)=O)CC1	4	6	77	-5	-2	-2	-1.2	-1	-2.1	-6
Cc1nc2ncnn2c(N2CCN(C(=O)c3cccc(F)c3)CC2)c1Cc1ccccc1	1	6	100	-8	.	3	-1.1	3	1.1	-10
Cc1cc(N2C(=O)C3C4CC(C(Br)C4Br)C3C2=O)no1 (centres undefined)	-6	10	98	.	0	4	-1.9	3	-1.2	-6
COc1ccc(NC(=S)N(CCC(C)C)C(C)c2ccncc2)cc1 (centres undefined)	-5	9	97	3	1	0	-1.7	3	-0.8	-5
N#Cc1ccc(C(=O)NC(=S)N2CCOCC2)cc1	-4	7	91	-21	-4	-3	-1.3	4	-1.3	-5
CC(=O)c1c(C)[nH]c(C(=O)NCc2ccccn2)c1C	-2	6	104	3	9	1	-1.1	-7	1.3	1
O=C(CSCc1cnn(-c2ccccc2)c1-n1cccc1)NCc1cccnc1	2	-5	102	0	0	-1	1.0	-3	80*	-3
COc1ccccc1N(C(=O)CCl)c1cn(C(C)=O)c2ccccc12	-3	-252	110	35	-11	5	50*	1	1.1	-1
CC1(c2nnc(-c3ccc(Cl)cc3)o2)CC(c2cccc(Cl)c2)=NO1 (centres undefined)	-2	9	98	-7	3	-1	-1.6	-1	-0.1	-3
CCN1CCN(c2nc(Nc3ccccc3)nc(N)c2[N+](=O)[O-])CC1	3	-2	103	-1	.	4	0.3	-1	-1.0	-5
O=C(C1=C[C@H](c2ccccc2)C[C@H](OCc2ccc(CO)cc2)O1)N1CCN(Cc2ccccc2)CC1	-5	-5	103	10	0	7	0.8	1	-3.1	-8
CCC(=O)Nc1cccc(NC(=S)NC(=O)c2ccc(Cl)cc2Cl)c1	-2	4	96	-1	.	0	-0.8	-1	-1.1	-2
COc1ccccc1OCCNc1cc(N2CCOCC2)ccc1[N+](=O)[O-]	-2	13	103	-16	7	-10	-2.2	2	0.9	6
CCCOC(c1ccccc1)(c1ccccc1)C(Oc1nc(C)cc(C)n1)C(=O)O (centres undefined)	-4	9	116	-12	0	4	-1.9	-1	-1.6	-1
CCOCCn1ccc2c(OCC(=O)NCc3ccccc3)cccc2c1=O	.	3	101	37	-3	12	-0.6	2	.	-27
Cc1noc(C(=O)N2CCN(Cc3ccc4c(c3)OCO4)CC2)c1Cl	-2	19	107	2	-4	-2	-3.6	1	-0.5	-2
O=C(c1ccccc1)c1nc2ccccc2n(CCCn2c(=O)c(C(=O)c3ccccc3)nc3ccccc32)c1=O	3	6	100	1	.	5	-1.2	.	-2.2	-5
NC(=O)CSc1nnc(-c2ccccc2F)n1C1CC1	-3	4	103	-5	-2	0	-0.5	2	1.1	-3
COc1ccc(OC)c(/C=N/NC(=O)Cn2ccnc2C)c1	-2	13	.	-4	3	1	-2.7	-1	-0.8	-2
CN(C)S(=O)(=O)c1cccc(C(=O)NC2CCCc3ccccc32)c1 (centres undefined)	-3	19	96	-9	.	1	-3.8	2	-1.9	2
O=C(CCNC(=O)c1ccccc1Cl)NCC(c1ccco1)N1CCCC1 (centres undefined)	0	2	104	-9	-1	0	-0.3	-1	-1.2	-4
Cc1occc1C(=O)N1CCCC(Nc2ccc(F)c(F)c2)C1 (centres undefined)	2	19	.	-3	2	-3	-3.7	-1	1.3	1
O=C(O)CCSCCC(=O)O	-8	-3	105	-6	-6	-1	0.6	2	-1.6	-6
CC(C)CCNC(=S)Nc1ccc(F)cc1	-2	-2	92	6	6	2	0.4	14	1.2	-3
O=c1[nH]c(=O)n(C(c2ccccc2)c2ccccc2)cc1Br	-3	13	111	1	-1	4	-2.7	0	-0.1	-3
CCCC1=C(C(=O)OCC)C(/C=C/c2ccccc2)n2ncnc2N1 (centres undefined)	0	-3	.	9	-3	-4	0.5	-2	0.4	8
COc1ccc(C(=O)N(C)C2CCCN(Cc3ccccc3F)C2)cc1OC (centres undefined)	0	13	101	-1	1	5	-2.9	-1	-3.5	-8
CCOC(=O)C1CCCN(C(=O)c2sc3nc(-c4ccccc4)cn3c2C)C1 (centres undefined)	-2	11	101	-5	.	-1	-1.9	0	2.3	-14
COc1cccc(CN(C(=O)c2cc3ccccc3oc2=O)C2CC2)c1	-1	-3	.	7	?	-4	0.6	-2	-2.1	-5
Cc1ccc(NC(=O)CSc2nnc(Cc3ccccc3)c(=O)[nH]2)c(C)c1	-8	3	106	-5	-1	2	-0.5	11*	0.1	7
CC(CNC(=O)c1ccc(C(C)(C)C)cc1)CN(C)C (centres undefined)	-1	9	88	13	10	4	-1.7	1	-0.7	2
CCCCn1c(CNC(=O)C23CC4CC(CC(C4)C2)C3)nnc1SCC(=O)Nc1nnc(C)s1	4	1	107	1	9	2	-0.2	-1	1.4	-9
O=C(COC(=O)CN1CCSC1=O)Nc1ccc(F)cc1Cl	-6	0	.	-1	-2	-3	-0.1	6	-0.4	-13
NC(=S)Nc1cccc(Cl)c1	-4	16	92	8	-1	-2	-3.1	2	-1.0	-7
O=C(CN1C(=O)NC2(CCCC2)C1=O)Nc1cccc(Cl)c1Cl	3	-14	57*	34	0	1	1.8	-2	5.2	-15
C#CCOCCOCCOCCNc1nc(N2CCN(C(=O)[C@H](CCCCN)n3cc([C@@H](N)C(C)CC)nn3)CC2)nc(N2CCN(C(=O)[C@H](Cc3cc4ccccc4[nH]3)n3cc([C@@H](N)CC(C)C)nn3)CC2)n1 (some centres undefined)	-28	7	101	-1	.	-6	-1.3	-4	-16	-4
CC1CCCCC1NC(=O)COC(=O)c1ccc([N+](=O)[O-])o1 (centres undefined)	0	-16	96	9	-1	-3	2.4	1	-0.5	4
CCc1ccc(NC(=O)C2CCN(S(C)(=O)=O)CC2)cc1	-1	-5	127	3	.	1	0.9	2	-0.4	-5
CN(C)C(=S)Nc1ccc(Br)c(Cl)c1	-7	-2	109	-12	-1	13	0.3	12	3.0	0
CCOC(=O)c1cc(CC)sc1NC(=O)CN1CCN(C(=O)C2CCCO2)CC1 (centres undefined)	-4	-2	102	-3	0	1	0.3	-2	-1.4	-14
COC(=O)c1cc(NC(=O)Cn2c(=O)oc3ccccc32)cc(C(=O)OC)c1	-4	12	.	-3	-2	-5	-1.9	4	0.4	8
CSC(=NCCCN1CCOCC1)NS(=O)(=O)c1cccs1	-10&-5	17&1	128	-2&4	-2&-2	-1&8	-3.2&-0.2	0&0	-4.9&1.8	5&-2
Cc1[nH]c2ccccc2c1C(c1ccccn1)N1CCC(C(N)=O)CC1 (centres undefined)	-1	-10	108	28	.	8	1.7	-5	0.7	-4
O=C(NCc1cccs1)c1nc2c(nnn2Cc2ccc(F)cc2)c(=O)[nH]1	3	5	105	29	.	-4	-1.0	-4	0.0	-10
CCN(CC)C(=O)CSc1nnc(C2CCCCC2)o1	-1	3	95	25	2	3	-0.5	-4	-0.3	-7
O=C(COc1ncnc2ccccc12)N1CCN(S(=O)(=O)c2ccc(Cl)cc2)CC1	-3	3	.	24	.	0	-0.5	-4	-2.4	7
CCC(C(=O)Nc1nc(C)c(C)s1)c1ccccc1 (centres undefined)	-3	6	114	8	0	2	-1.3	2	-2.1	-6
CCOC(=O)CCCn1c(C)nc(=O)c(-c2ccccc2)c1C	6	8	94	6	.	-1	-1.7	0	-1.3	5
O=C(N1CCCCCC1)N1CCN(C(=O)N2CCOCC2)CC1	-2	17	108	35	1	-2	-3.8	0	0.9	-7
O=C1c2ccccc2N[C@@H]2C=CC[C@@H]2N1O	-5	16	97	-1	-2	3	-3.3	-2	-0.4	-2
COc1ccccc1C(=O)NCc1ccc2c(c1)OCO2	-9	4	108	1	5	2	-0.7	-3	0.6	3
CC(=O)Nc1ccc(NC(=O)CC2CCCC2)cc1	-7	10	.	-1	3	0	-1.9	0	1.4	-15
O=C(CSc1nnc(-c2ccc(OC(F)F)cc2)o1)NCc1cccs1	-3	6	103	-1	.	1	-1.3	1	0.5	-9
COC(=O)CNC(c1ccccc1)c1cc(Br)ccc1NS(=O)(=O)c1ccccc1 (centres undefined)	0	7	99	0	-1	-4	-1.1	-2	-0.4	0
O=C(CN(Cc1ccccc1)S(=O)(=O)c1ccccc1)N/N=C/c1ccccc1[N+](=O)[O-]	-2	-30	100	10	1	-3	5.2	1	1.4	0
COc1ccccc1NC(=O)Cc1noc(CSc2nnc(C)n2C)n1	-5	-3	103	31	-2	-1	0.6	3	-0.5	-8
O=C(CSc1ncn[nH]1)N1CCCCC1	-7	8	102	-1	3	-4	-1.4	0	0.8	8

The list goes on, overlapping the part above by 2 compounds.
SMILES	Keap1-Nrf2 PPI	OPRM1-OPRD1 inv	DSG3 Ab inh	Arrestin-AP2 inh	Wnt act	RTF Ca sens act	MOR-DOR ag	V-ATPase pHluor	LANA DNA inh	RTF Ca sens inh
COc1ccccc1NC(=O)Cc1noc(CSc2nnc(C)n2C)n1	-5	-3	103	31	-2	-1	0.6	3	-0.5	-8
O=C(CSc1ncn[nH]1)N1CCCCC1	-7	8	102	-1	3	-4	-1.4	0	0.8	8
Cc1nc2ccc(NC(=S)NC3CCCCC3)cc2nc1C	-3	-9	97	55*	9	-2	1.9	2	-2.0	-6
CCOC(=O)c1c(CC(C)C)csc1NC(C)=O	-3	-35	111	-4	.	2	8.4	-3	0.6	-1
CCOC(=O)c1[nH]cnc1C(=O)Nc1ccc(C)cc1	11	-1	112	-7	0	9	0.2	-1	-2.7	6
CC(NC(=O)CN(c1cccc(C(F)(F)F)c1)S(C)(=O)=O)c1ccccc1 (centres undefined)	1	4	113	10	-1	-3	-0.8	1	-2.0	-10
O=S(=O)(Cc1ccccc1)NCCc1ccc(F)cc1	-5	15	100	1	0	7	-2.9	2	0.2	-16
O=C(/C=C/c1ccccc1)c1ccc(NC2=NCCCS2)cc1	-6	4	100	-15	-2	3	-0.8	-1	1.4	-4
CCOC(=O)NC(=S)Nc1cccc(NC(=S)NC(=O)OCC)c1	1	4	100	13	-1	-3	-0.7	-1	0.1	2
CSc1sc(C(=O)NNC(C)=O)c2c1C1(CCC2)SCCS1	-5	-4	.	-15	-1	2	0.9	2	-0.4	6
COC(=O)c1c(NC(=O)Cn2cc([N+](=O)[O-])cn2)sc2c1CCC2	-1	-1	88	19	-1	-2	0.3	1	-2.1	-3
N#CCC(=N)N1CCN(c2ccc(F)cc2)CC1	-4	-4	102	7	-12	8	0.8	0	0.8	3
